West Nile antiviral: inhibition of WNV-induced cytopathic effect – cell-based, CPE readout (AID 1621); actives 0.02% (n = 290,000); West Nile virus-infected cells, CPE inhibition; higher % means a stronger effect; one-dose CPE inhibition, % at 10 µM; IC50 in µM for titrated hits; in the data active means a potency from the dose series; inconclusive means CPE inhibition mostly from about 3.7% at the one dose, without a potency; inactive means the rest, 99 in 100 with CPE inhibition below about 2.2%; further: strong numbers were not always called active
PhoP inhibition: PhoP-dependent GFP reporter repression – Salmonella Typhimurium, primary screen (AID 1863); actives 0.16% (n = 300,000); inhibition, % at 50 µM, or IC50 in µM where a hit was titrated; S. Typhimurium PhoP-regulated promoter GFP reporter, 4 h; higher % means a stronger effect;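 active means inhibition over 29.93%, a cutoff 3 SD above the screen mean, later confirmed by dose response; inconclusive means inhibition over 29.93% but no dose response follow-up; inactive means inhibition at most 29.93% or unconfirmed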;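 further: 0% = low Mg2+ inducing control and 100% = high Mg2+ repressing control; strong numbers were not always called active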
SV40 large T antigen: SV40 large T antigen inhibitors, biochemical (AID 1903); actives 0.39% (n = 310,000); SV40 large T antigen ATPase/helicase inhibition assay; higher % means a stronger effect; one-dose inhibition, % at 20 µM; IC50 in µM for titrated hits; in the data active means a potency from the dose series; inconclusive means inhibition mostly from about 32% at the one dose, without a potency; inactive means the rest, 99 in 100 with inhibition below about 32%; further: strong numbers were not always called active
human PMI inhibition: inhibitors of human PMI, primary screen, biochemical, fluorescence intensity, coupled assay (AID 1209); inhibition, % at 20 µM, or IC50 in µM where a hit was titrated; purified PMI enzyme, coupled fluorescence intensity; higher % means a stronger effect; actives 0.42% (n = 190,000);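 further: plate controls were DMSO vehicle for no effect and wells lacking substrate for full effect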
TNAP activators: human TNAP enzyme activators, primary screen, biochemical, luminescent, no phosphate acceptor, uHTS (AID 1001); purified TNAP, luminescent activation assay, no phosphate acceptor; higher activation fold means a stronger effect; actives 0.03% (n = 200,000); one-dose activation fold at 20 µM; EC50 in µM for titrated hits; in the data active means activation fold from about 3, or a potency from the dose series; inactive means the rest, 99 in 100 with activation fold below about 1.6; further: many of its hits are not listed in these tables
PMI inhibition: human PMI inhibitors, high substrate, primary screen, biochemical, fluorescence intensity, high mannose 6-phosphate (AID 1220) | actives 0.66% (n = 190,000) | recombinant PMI enzyme, coupled fluorescence intensity; higher % means a stronger effect | one-dose inhibition, % at 20 µM; IC50 in µM for titrated hits
ER stress rescue: protection against thapsigargin-triggered cell killing – 384-well, CSM14.1, ATP luminescence, primary screen (AID 1222) | cellular ATP content (survival), % at 20 µM; hits with a dose series show EC50 in µM | CSM14.1 thapsigargin-induced death rescue, ATP luminescence; higher % means a stronger effect | 190,000 tested, under 10 active;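 active means EC50 below 50 µM in the dose-response confirmation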;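 further: death triggered by thapsigargin at about 15 µM added after 2 h compound pretreatment; cell ATP read after overnight thapsigargin exposure of roughly 18 to 22 hours; normalized against plate controls of thapsigargin alone and 5% DMSO vehicle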
RSV antiviral HEp-2: inhibition of RSV-induced cytopathic effect – HEp-2 cells, primary 10 µM value included (AID 2391) | HEp-2 cells, RSV-induced CPE inhibition; higher % means a stronger effect | CPE inhibition, % at 10 µM, or IC50 in µM where a hit was titrated | actives 0.13% (n = 310,000); in the data active means a potency from the dose series; inconclusive means CPE inhibition mostly from about 23% at the one dose, without a potency; inactive means the rest, 99 in 100 with CPE inhibition below about 21%; further: strong numbers were not always called active
Insulin prom up: MIN6 insulin promoter up-regulation. MIN6 insulin promoter-GFP reporter, high-content imaging; hits give high values. z-score at 5 µM. actives 0.3% (n = 190,000);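 active means z-score above 3 at 5 µM with at least 500 cells counted in the well; inconclusive means wells under 500 cells, flagged as cytotoxic or low count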
Insulin prom up cell count: recorded beside Insulin prom up, whose call it bears; cell count; measured here: cytotoxicity, nuclei count;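 total cells summed across four imaged fields per well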
Starred values were filed as active, the others as inactive; ? = inconclusive; nt = no result given. Unless noted, no stated cut-off is given here; in the data, active means inhibition above about 50%; inactive means the rest. An unsorted share of the library; overall some 1.5% were active at least once.

Values run as follows: human PMI inhibition, SV40 large T antigen, ER stress rescue, PhoP inhibition, Insulin prom up cell count, PMI inhibition, TNAP activators, West Nile antiviral, Insulin prom up, RSV antiviral HEp-2
> C[C@H](NC(=O)c1nc[nH]c1C(=O)N[C@@H](CCCCNC(=O)OC(C)(C)C)C(=O)OC(C)(C)C)c1ccccc1
→ nt, 9%, nt, -2%, 896, nt, nt, 0.7%, -0.01, -4.5%
> COc1cc(C2=NOC(C(=O)Nc3cc(C)on3)C2)cc(OC)c1OC (stereo not given)
→ nt, 15%, nt, -9%, 1085, nt, nt, -0.7%, 0.04, 4.5%
> COc1cc2ccccc2cc1C(=O)Nc1ccc(Cl)cn1
→ nt, 9%, nt, -5%, nt, nt, nt, -0.9%, nt, 3.8%
> CC(C)C(=O)NNC(=O)c1cc2sccc2s1
→ nt, 15%, nt, -8%, 1476, nt, nt, -0.4%, 0.71, nt
> COc1ccccc1C/C(N)=N/OC(=O)c1ccco1
→ 9%, 22%, -2.1%, -5%, 1734, 1%, 1, -0.6%, 0.05, 0.9%
> Nn1c(SCC(=O)Nc2nc3ccccc3s2)nncc1=O
→ -4%, 6%, 0.0%, -7%, 1170, -16%, 1.1, -0.7%, 0.96, 2.2%
> COC(=O)Nc1ccc([N+](=O)[O-])cc1OC
→ 6%, 3%, 2.0%, 4%, 1482, 6%, 1.1, -0.2%, 0.26, 1.9%
> C=CCC(Nc1ccco1)c1ccccc1 (stereo not given)
→ -13%, 1%, -1.6%, 5%, 1205, -36%, 1.1, 0.5%, 0.28, -0.1%
> CCn1c(CCNC(=O)c2ccc(OC)c(OC)c2)nc2ccccc21
→ -1%, 6%, -2.5%, -15%, nt, -1%, 1.1, -0.1%, nt, 3.0%
> CC(C)C[C@@H](CN(C)N=O)N(C[C@H](Cc1ccccc1)N(CCc1ccccc1)N=O)N=O
→ 11%, 9%, 1.2%, -8%, 1481, 12%, 1.1, -0.4%, -0.04, 1.5%
> COc1nnc(-c2ccc(N3CCOCC3)c(NC(C)=O)c2)c2ccccc12
→ 8%, 0%, -1.8%, -1%, 1360, 2%, 1.1, -0.4%, -0.71, -2.1%
> Cc1ccc(OC(=O)c2cccc(S(=O)(=O)N(C)C)c2)c(-n2nc3ccccc3n2)c1
→ -4%, 16%, -0.2%, -3%, 911, 0%, 1.2, 0.2%, -0.04, 0.8%
> CCOc1ccc(CN(C(=O)c2cccs2)C2CCS(=O)(=O)C2)cc1 (stereo not given)
→ nt, 6%, nt, 6%, nt, nt, nt, -0.5%, nt, 1.1%
> Nc1c(O)ccc2c1C(=O)c1ccccc1C2=O
→ 6%, 36%, -2.4%, 10%, 1513, 5%, 0.7, -0.7%, -0.09, 1.1%
> COc1ccc(S(=O)(=O)N(C)CC(=O)N2CCC(C)CC2)cc1Cl
→ 5%, 7%, -2.3%, -4%, 1231, 1%, 1.1, -1.2%, 0.65, 2.7%
> CC1CCC(C(C)C)C2=C1C(C#N)(C#N)C(C#N)(C#N)C(c1ccccc1)N2 (stereo not given)
→ 20%, 11%, -0.2%, 9%, 1218, 39%, 1.1, -0.1%, 0.31, ?
> Cc1ccc(Nc2nnc(SCC(=O)Nc3ccc(S(=O)(=O)N4CCOCC4)cc3)s2)cc1
→ 6%, 0%, -1.9%, -5%, 806, 10%, 1.1, 0.8%, 0.2, 9.6%
> Nc1nc2n(n1)C(c1ccco1)CC(c1ccc(F)cc1)N2 (stereo not given)
→ 6%, -3%, -0.3%, 9%, 978, 5%, 1.1, 0.7%, -1.4, -0.3%
> CCc1ccc(S(=O)(=O)NCc2csc(C)n2)s1
→ -11%, 0%, 0.4%, -3%, 1116, -8%, 1, -0.6%, -0.06, 0.1%
> CSc1nc(-c2ccccc2)nc(NC(=O)C(C)C)c1C(C)=O
→ 6%, 1%, -0.9%, -2%, 1204, 6%, 1.1, -1.4%, -0.21, 2.2%
> COC(=O)c1ccc(/C=N/NC(=O)C(=O)NCc2ccccc2)cc1
→ 0%, 9%, -1.8%, -9%, 1183, -4%, 1.1, -0.3%, 0.01, 0.3%
> CCOc1ccc(-n2c(SCC(=O)O)nc3sc4c(c3c2=O)CCCC4)cc1
→ nt, 12%, nt, -4%, nt, nt, nt, 0.8%, nt, 15%
> O=C(Nc1cccc(OCC(=O)N2CCOCC2)c1)C1CCCCC1
→ 10%, 3%, -4.2%, -4%, 1233, 9%, 1.1, 0.0%, -0.02, nt
> O=C(NCCc1ccc(Cl)cc1)C1CC(=O)N(CCc2ccccc2)C1 (stereo not given)
→ nt, 0%, nt, -2%, nt, nt, nt, -0.3%, nt, 3.1%
> CCOc1ccc(-c2c(C(=O)N/N=C/c3ccco3)nnn2-c2nonc2N)cc1
→ nt, 8%, nt, 5%, nt, nt, nt, -0.7%, nt, 0.8%
> CC(=O)Nc1ccc2nc(NC(=O)c3cccnc3)sc2c1
→ 3%, 25%, -1.5%, -3%, 1368, -2%, 1.1, 0.5%, -0.69, -0.8%
> Cc1ccc(C(=O)N2CCN(c3ccccc3)CC2)cc1S(=O)(=O)N1CCCC1
→ -5%, 7%, 1.2%, -6%, nt, 0%, 1.1, 0.1%, nt, -0.7%
> CC(C)N1CCC(N2CCN(C3CCCCC3)CC2CCO)CC1 (stereo not given)
→ -1%, nt, 0.1%, nt, 1354, 0%, 1.1, -0.7%, -0.3, -0.1%
> O=C(COC(=O)c1ccccc1O)Nc1cccc(S(=O)(=O)NC2=NCCCCC2)c1
→ nt, 9%, nt, -1%, 1122, nt, nt, 0.2%, 0.12, 1.2%
> CCOC(=O)C1CCCN(C(=O)C(=O)c2cn(CC(=O)N3CCOCC3)c3ccccc23)C1 (stereo not given)
→ nt, 12%, nt, 0%, nt, nt, nt, -0.1%, nt, 0.7%
> CC(C)C[C@H](NC(=O)c1nc[nH]c1C(=O)NCc1ccc(CNC(=O)OC(C)(C)C)cc1)C(=O)OC(C)(C)C
→ nt, 2%, nt, 3%, nt, nt, nt, 0.4%, nt, -2.6%
> Cc1c(Br)c(C(F)(F)F)nn1CC(=O)NCc1ccco1
→ -10%, 9%, 0.6%, -9%, 1293, 6%, 1.1, -0.5%, -0.26, -2.0%
> COc1ccc(/C=N/NC(=O)CN(C2=NS(=O)(=O)c3ccccc32)c2ccccc2)cc1
→ 17%, 9%, 0.8%, -10%, 1264, 2%, 1, -0.2%, 0.01, 1.6%
> COc1cccc(CNc2cccc3cccnc23)c1O
→ 8%, 6%, nt, -8%, 927, -7%, 1.1, 0.8%, 1.5, 4.2%
> C/C(=N/NS(=O)(=O)c1ccc(C)cc1)c1c[nH]c2ccccc12
→ nt, 31%, nt, 3%, nt, nt, nt, -0.7%, nt, ?
> Cc1ccc(/C(N)=N/OC(=O)c2cccc(Cn3cc(C(F)(F)F)ccc3=O)c2)cc1
→ nt, 4%, nt, 5%, 1252, nt, nt, -0.8%, -0.35, 13%
> COc1ccc(C(C)=O)cc1CSc1nnc(-c2ccc(Cl)cc2)n1-c1ccccc1
→ 22%, 2%, -1.3%, 1%, 1100, 17%, 1.1, -0.3%, -0.71, 6.5%
> Cc1cc(C)n(-c2nnc(C)n2NS(C)(=O)=O)n1
→ 6%, 2%, -0.5%, -10%, 1848, 5%, 1, 0.4%, -0.4, 1.5%
> COc1ccccc1N1CCN(C(=O)CCn2c(=O)[nH]c3ccsc3c2=O)CC1
→ -8%, 9%, 0.2%, 5%, 1481, -15%, 1, 0.3%, -0.42, 1.9%
> O=C(CC1SC(=O)N(Cc2ccccc2Cl)C1=O)Nc1nccs1 (stereo not given)
→ nt, 3%, nt, -4%, 1023, nt, nt, 0.1%, 0.15, 1.9%
> O=C(c1cccn2c(=O)c3cc(Cl)ccc3nc12)N1CCN(Cc2ccc3c(c2)OCO3)CC1
→ 3%, 4%, -0.3%, 6%, 1879, 2%, 1.1, nt, -0.07, 0.1%
> C/C(N)=C(/C#N)C(=O)CSc1nnc(Cc2ccccc2F)n1N
→ 10%, -1%, 3.0%, -6%, nt, 1%, 1, -0.2%, nt, 2.5%
> CC1CCN(C(=O)CSc2nnc(-c3ccncc3)n2C)CC1
→ -13%, -2%, -2.7%, 0%, nt, -10%, 1.1, -0.2%, nt, 0.7%
> COc1ccc(C(=O)C2CCCN(Cc3cc(C)c(O)c(C)c3)C2)c(OC)c1 (stereo not given)
→ nt, 0%, nt, 2%, nt, nt, nt, -1.6%, nt, -0.9%
> CCOC(OCC)P(=O)(C(C)C)C(C)C
→ 14%, 16%, -1.5%, -8%, 1172, 8%, 1.1, 0.0%, 0.15, 0.8%
> O=C(CCN1C(=O)c2ccccc2C1=O)C1=NN[C@@H]2C(=O)N(c3cccc(F)c3)C(=O)[C@H]12
→ -2%, 3%, 0.6%, 11%, 1376, 0%, 1.1, 0.0%, -0.08, 1.1%
> CCN(CC)CCCn1c(C)cc2c(c1=O)C(c1ccc(OC)c(OC)c1OC)C(C#N)=C(N)O2 (stereo not given)
→ -4%, 9%, -1.4%, -8%, nt, -14%, 1, -0.2%, nt, 1.5%
> CSc1ccccc1NC(=O)CN1CCN(c2ccccn2)CC1
→ nt, 2%, nt, 4%, nt, nt, nt, 0.7%, nt, 11%
> Cc1cccc(N2CCN(C(=O)Cn3cccc3C(=O)c3ccccc3)CC2)c1C
→ 8%, 12%, 1.1%, 10%, 934, 6%, 1, -0.5%, -0.12, 8.4%
> CC1=C(C(=O)Nc2cc(C(=O)NCCCOC(C)C)ccc2C)SCCO1
→ nt, 8%, nt, -5%, nt, nt, nt, -0.1%, nt, 5.0%
> O=C1CCN(CCc2ccccc2)CCN1[C@H](CSc1ccccc1)Cc1ccccc1
→ nt, 10%, nt, -1%, nt, nt, nt, -1.0%, nt, -2.7%
> O=C(Nc1ccccc1)c1ccc(-c2ccccc2Cl)o1
→ 1%, 6%, -6.0%, 4%, 1252, -2%, 1.1, 0.1%, -0.02, -0.2%
> COc1cc(SC)ccc1C(=O)OC(C)C(=O)Nc1ccc(NC(C)=O)cc1 (stereo not given)
→ nt, 21%, nt, -9%, nt, nt, nt, -0.8%, nt, 2.6%
> CC1CCCCC1NC(=O)CCCCCn1c(=S)[nH]c2ccsc2c1=O (stereo not given)
→ nt, 9%, nt, -2%, nt, nt, nt, -0.6%, nt, 3.2%
> CN(C)CCNC(=O)CNC(=S)N(Cc1ccccc1)Cc1cccnc1
→ 12%, -14%, -2.6%, 7%, 1574, 3%, 1.3, 0.1%, -0.32, 1.2%
> O=C1Nc2ccccc2/C1=N\N=C\c1ccc(O)c(O)c1
→ nt, 3.3µM*, nt, -8%, 1367, nt, nt, -0.6%, -0.09, 41%

Screening results as filed in PubChem BioAssay.
